MrgX1 allo act: human MrgX1 positive allosteric modulation, primary screen; B-score at 10 µM; 0.63% of 310,000 active; Q96LB2; MrgX1-HEK293, Fluo-4 calcium flux, FDSS; stronger effect = higher value;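 active = plate-corrected calcium response at least 3 library SD above typical, normal starting fluorescence, not activating the receptor alone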;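 also: compound read alongside a low EC10 to EC30 dose of BAM8-22 agonist; peak minus trough fluorescence over baseline measured at the second addition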
TRPC6 inh: mouse TRPC6 channel inhibition; Q61143; HEK293-TRPC6, membrane potential dye, ACh-evoked depolarization; stronger effect = lower value; B-score at 10 µM; 1.1% of 310,000 active;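 active = B-score under library mean minus 3 SD, initial fluorescence not abnormally high, positive integrated signal ratio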;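 also: B-score derived from integrated fluorescence ratio over the kinetic read; more negative B-score means stronger inhibition of depolarization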
TMEM16A act: activators or potentiators of mouse TMEM16A chloride channel. Q8BHY3. 0.3% of 340,000 active. HEK293 TMEM16A/YFP-H148Q/I152L, iodide quench fluorescence; stronger effect = lower value. B-score at 10 µM;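 active = fluorescence-ratio B-score plate-corrected deviation score at least 3 library SD below zero, with starting fluorescence score within 5 deviations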;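 also: channel opened by trigger with iodide after compound preincubation; score built on the fluorescence ratio of max minus min over baseline; more negative score means more quench and so TMEM16A activation or potentiation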
TRPC4 act: opens the mouse TRPC4 cation channel; Q9QUQ5; HEK293 TRPC4beta/mu-opioid, Fluo4 calcium fluorescence; stronger effect = higher value; B-score at 10 µM; 0.49% of 310,000 active; AID 2237;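 active = B-score above 5 SD of library B-scores, and initial fluorescence ratio not above library mean plus 5 SD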;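 also: positive B-score marks a calcium rise read as TRPC4 activation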
Target sequence (Q9QUQ5 whole entry, looked up): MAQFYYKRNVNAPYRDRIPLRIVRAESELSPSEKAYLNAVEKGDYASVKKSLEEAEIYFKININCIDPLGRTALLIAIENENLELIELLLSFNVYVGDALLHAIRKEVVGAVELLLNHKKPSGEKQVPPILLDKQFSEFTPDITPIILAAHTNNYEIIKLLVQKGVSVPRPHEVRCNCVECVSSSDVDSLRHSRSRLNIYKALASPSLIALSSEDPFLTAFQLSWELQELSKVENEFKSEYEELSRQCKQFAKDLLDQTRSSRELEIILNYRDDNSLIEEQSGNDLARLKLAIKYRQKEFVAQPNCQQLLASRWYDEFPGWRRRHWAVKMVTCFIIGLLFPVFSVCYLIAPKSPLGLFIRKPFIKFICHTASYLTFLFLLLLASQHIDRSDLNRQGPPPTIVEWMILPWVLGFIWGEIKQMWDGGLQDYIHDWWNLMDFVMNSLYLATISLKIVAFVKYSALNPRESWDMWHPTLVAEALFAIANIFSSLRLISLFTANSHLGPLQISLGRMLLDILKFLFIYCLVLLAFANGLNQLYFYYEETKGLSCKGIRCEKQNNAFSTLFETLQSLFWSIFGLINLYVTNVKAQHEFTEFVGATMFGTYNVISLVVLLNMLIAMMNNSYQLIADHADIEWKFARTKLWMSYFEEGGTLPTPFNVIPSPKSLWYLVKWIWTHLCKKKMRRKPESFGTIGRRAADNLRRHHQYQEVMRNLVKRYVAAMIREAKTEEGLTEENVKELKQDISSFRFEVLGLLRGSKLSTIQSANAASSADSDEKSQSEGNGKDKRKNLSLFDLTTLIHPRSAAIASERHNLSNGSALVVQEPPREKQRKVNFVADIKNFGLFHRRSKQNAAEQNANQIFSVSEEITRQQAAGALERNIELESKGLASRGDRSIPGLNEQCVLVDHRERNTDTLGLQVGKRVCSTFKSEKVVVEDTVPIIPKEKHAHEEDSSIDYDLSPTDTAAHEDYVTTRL
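Assay system: HEK293 stable line with TRPC4beta plus mu-opioid receptor; schedule: 45 min room-temperature Fluo4 loading, 110 s read; technique: kinetic Fluo4 calcium fluorescence; evaluation: integrated baseline-normalised fluorescence ratio, converted to per-well B score; controls: buffer (low) and maximal DAMGO (high)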
TRPC4 block: blocks the mouse TRPC4 cation channel | Q9QUQ5 | HEK293 TRPC4beta/mu-opioid, DAMGO-evoked Fluo4 calcium flux; stronger effect = lower value | B-score at 10 µM | 0.39% of 300,000 active | AID 2247;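 active = B-score over 3 SD under the library average, no early fluorescence shift, positive overall ratio signal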
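Assay system – HEK293 line stably carrying TRPC4beta and mu-opioid receptor · Doses – single dose · Detection – Fluo4 calcium-dye fluorescence, kinetic read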
TRPC4 PAM: TRPC4 (mouse) allosteric potentiation; HEK293 TRPC4beta/mu-opioid, DAMGO EC20, Fluo-4 Ca2+ flux; stronger effect = higher value; Q9QUQ5; B-score at 10 µM; 0.42% of 310,000 active;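 active = B-score of calcium response area above 5 SD of library B-scores, with initial fluorescence ratio within 5 SD of library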;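 also: B-score of integrated fluorescence ratio over time as area under calcium response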
MrgX1 antag: antagonists of human MrgX1 receptor. Q96LB2. MRGX1-HEK293 calcium flux, Fluo-4, BAM8-22 antagonism; stronger effect = lower value. B-score at 10 µM. 1.3% of 310,000 active;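 active = calcium-response B-score plate-corrected more than 3 library SD below zero, starting fluorescence within 5 deviations, no agonist response on first addition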;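 also: peak minus trough fluorescence over baseline after final BAM8-22 challenge near maximal dose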
SKKanGAS inh: SKKanGAS growth inhibition | S. pyogenes SKKanGAS, kanamycin growth, BacTiter-Glo, 6 h | inhibition, % at 7.5 µM | 1.3% of 300,000 active;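 active = mean replicate score, as percent of positive control median, at least 50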;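 also: strain carries kanamycin resistance gene driven by streptokinase promoter and grows in 40 µg/ml kanamycin; loss of luminescence reflects streptokinase promoter inhibition or plain growth inhibition; 0% = median of DMSO wells and 100% = positive control at its reference dose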
TRPC6 activator: mouse TRPC6 channel activation; HEK293-TRPC6 membrane potential dye fluorescence; stronger effect = higher value; AID 2550; B-score at 10 µM; 0.13% of 310,000 active; Q61143;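 active = B-score of the integrated fluorescence ratio above library mean plus 3 SD, and starting fluorescence ratio within library mean plus 5 SD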;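 also: higher score means more depolarization so channel activation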
MrgX1 agonist: human MrgX1 receptor agonism, primary screen; MrgX1-HEK293 cells, Fluo-4 calcium fluorescence, agonist mode; stronger effect = higher value; AID 588627; B-score at 10 µM; 0.44% of 310,000 active;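 active = calcium response B-score plate-corrected fluorescence ratio at least 3 library SD, with starting fluorescence B-score inside 5 SD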
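Assay system: stable human MrgX1 HEK293 cell line. Quantity: 15,000 cells per well. Schedule: cells plated overnight, dye loaded 0.5 h 37 °C, 0.5 h room temperature. Detection: Fluo-4 NW calcium-flux fluorescence, kinetic read. Read-out basis: peak-minus-minimum fluorescence over baseline, converted to B scores. Control set: positive and negative control wells on each plate.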
ANO1 block: inhibitors of mouse TMEM16A calcium-activated chloride channel; normalized B-score (activity score, 25-100; higher = stronger inhibition) at 10 µM; HEK293 TMEM16A/YFP iodide influx fluorescence, ionomycin; Q8BHY3; 1.2% of 310,000 active;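 active = ratio plate-corrected score three or more library SD toward inhibition, starting fluorescence score within five deviations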;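 also: score derived from kinetic fluorescence span divided by baseline fluorescence per well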
* = called active by the depositor; i = inactive; x = no result given. Compounds were not picked by outcome. Share with any hit: about 6.7%.

SMILES | MrgX1 allo act | TRPC6 inh | TMEM16A act | TRPC4 act | TRPC4 block | TRPC4 PAM | MrgX1 antag | SKKanGAS inh | TRPC6 activator | MrgX1 agonist | ANO1 block
CC(=O)Cc1nsc(NC(=O)c2ccc(COc3ccccc3Cl)o2)n1 | i | i | i | i | i | i | i | 11 | i | i | i
O=C(c1ccc(-c2ccc([N+](=O)[O-])cc2Cl)o1)N1CCOCC1 | i | i | i | i | i | i | i | 3 | i | i | i
O=C1C2C3CCC(C3)C2C(=O)N1CNc1ccccc1 (centres undefined) | i | i | i | i | i | i | i | 6 | i | i | i
Nc1nc(Cl)cc(-c2ccccc2)n1 | i | i | i | i | i | i | i | 13 | i | i | i
Cc1cc2nc(-c3ccc(NC(=O)c4cccnc4)cc3)oc2cc1C | i | i | i | i | i | i | i | 21 | i | i | i
CCn1cc(C(=O)NN)c(=O)c2cc(F)c(N3CCCCC3)cc21 | x | i | i | i | i | i | x | 1 | i | x | x
O=C(NC(O)C(=O)c1ccccc1)c1cccs1 (centres undefined) | i | i | i | i | i | i | i | 2 | i | i | i
O=C(CN1CCOCC1)N1CCCc2c1c(=O)oc1ccc(OCc3ccccc3)cc21 | i | i | i | i | i | i | i | 9 | i | i | i
O=[N+]([O-])c1cccc(CNc2ccc3c(c2)CCC3)c1 | i | i | i | i | i | i | i | 0 | i | i | i
Cc1cccc(C2(c3cccc(C)c3)CC2C(=O)NCC2CCCO2)c1 (centres undefined) | i | i | i | i | i | i | i | 1 | i | i | i
CCCN1C2=C(C(=O)CCC2)C(c2ccc(O)c(Br)c2)C2=C1CCCC2=O | i | i | i | i | i | i | i | 2 | i | i | i
Cc1ccc(C(=O)N/C(=C/c2cccc([N+](=O)[O-])c2)C(=O)NC(C)C)cc1 | i | i | i | i | i | i | i | 3 | i | i | i

Structural class, the compounds so far containing a Cl atom.
SMILES | MrgX1 allo act | TRPC6 inh | TMEM16A act | TRPC4 act | TRPC4 block | TRPC4 PAM | MrgX1 antag | SKKanGAS inh | TRPC6 activator | MrgX1 agonist | ANO1 block
CC(=O)Cc1nsc(NC(=O)c2ccc(COc3ccccc3Cl)o2)n1 | i | i | i | i | i | i | i | 11 | i | i | i
O=C(c1ccc(-c2ccc([N+](=O)[O-])cc2Cl)o1)N1CCOCC1 | i | i | i | i | i | i | i | 3 | i | i | i
Nc1nc(Cl)cc(-c2ccccc2)n1 | i | i | i | i | i | i | i | 13 | i | i | i

Remaining list, next part:
SMILES | MrgX1 allo act | TRPC6 inh | TMEM16A act | TRPC4 act | TRPC4 block | TRPC4 PAM | MrgX1 antag | SKKanGAS inh | TRPC6 activator | MrgX1 agonist | ANO1 block
CSc1nnc2c(n1)OC1(Nc3ccccc3-2)C(=O)Nc2ccccc21 (centres undefined) | i | i | i | i | i | i | i | 3 | i | i | i
O=C(CCN1C(=O)/C(=C/C=C/c2ccccc2)SC1=S)Nc1nccs1 | i | i | i | i | i | i | i | 4 | i | i | i
O=C(CSc1nc2ccccc2c(=O)n1CCCO)N1CCc2ccccc21 | i | i | i | i | -7* | i | i | -1 | i | i | i
COc1cccc(S(=O)(=O)c2nc(C)c3c(n2)CCC3)c1 | i | i | i | i | i | i | i | 12 | i | i | i
Cc1cccc(C(=O)n2c(=S)nc3cc(C)ccn32)c1 | i | i | i | i | i | i | i | 43 | i | i | i
COc1ccc(NS(=O)(=O)c2ccc3[nH]c(=O)[nH]c3c2)cc1 | i | i | i | i | i | i | i | -1 | i | i | i
Cc1ccc(/C=N/NC(=O)c2ccccc2OCc2cccc(Br)c2)o1 | i | i | i | i | i | i | i | 17 | i | i | i
CCC(=O)c1ccc(O)c(OC)c1 | i | i | i | i | i | i | i | 1 | i | i | i
CCN(CC(=O)Nc1cccc(OC)c1)C(=O)c1ccc(C)s1 | i | i | i | i | i | i | i | -9 | i | i | i
CC(C)(C)C1=CC=C(C(C)(C)C)C(=O)C1=O | i | i | x | i | i | i | i | 10 | i | i | i
O=C(CCc1c[nH]c2ccccc12)OCc1cccc([N+](=O)[O-])c1 | i | i | i | i | i | i | i | -1 | i | i | i
CSc1nc(C)c(Cc2c(F)cccc2Cl)c(=O)[nH]1 | i | i | i | i | i | i | i | 0 | i | i | i
O=C(c1cnn2c(C(F)F)cc(-c3ccccc3)nc12)N1CCN(Cc2ccc3c(c2)OCO3)CC1 | i | i | i | i | i | i | i | 6 | i | i | i
O=S(=O)(c1ccc(F)c(F)c1)N1CCC2(CC1)OCCO2 | i | i | i | i | i | i | i | 3 | i | i | i
Cc1ccc(C(=O)n2nc(-c3ccccc3)nc2NCc2ccco2)cc1 | i | i | i | i | i | i | i | 38 | i | i | i
CCOc1ccccc1N(CC(=O)NC(C)(C)C)C(=O)Cn1nnc(-c2ccc(C)o2)n1 | i | i | i | i | i | i | i | -2 | i | i | i
Cc1ccccc1OCC(=O)NCC(=O)N/N=C/c1ccc(Br)o1 | i | i | i | i | i | i | i | -14 | i | i | i
Cc1cc(C(=O)CSc2nnc(-c3ccc(OC(F)F)cc3)o2)c(C)n1Cc1cccs1 | i | i | i | i | i | i | i | 2 | i | i | i
CN(Cc1cccc(-n2cccn2)c1)C(=O)CCc1nnc(C2CCCCC2)o1 | i | i | -6.4* | i | i | i | i | -2 | i | i | i
Cc1cccc(C(=O)NCCCNC(=O)c2ccco2)c1 | i | i | i | i | i | i | i | -5 | i | i | i
CCOC(=O)c1c(N)sc2c1CCCC2 | i | i | i | i | i | i | i | 1 | i | i | i
O=C(O)c1ccc2c(c1)[C@@H]1C=CC[C@@H]1[C@H](c1ccccn1)N2 | i | i | i | i | i | i | i | 12 | i | i | i
Nc1ccc(NC(=O)NC2CCCCC2)cc1[N+](=O)[O-] | i | i | i | i | i | i | i | 2 | i | i | i
O=C(Nc1cccc2ccccc12)c1ccccc1 | i | i | i | i | i | i | i | -1 | i | i | i
CC12CCC(C(=O)N(c3ccccn3)c3ccccn3)(OC1=O)C2(C)C (centres undefined) | i | i | i | i | i | i | i | 0 | i | i | i
Cc1ccc2cc(CCNC(=O)CC(C)(C)C)c(=O)[nH]c2c1C | i | i | i | i | i | i | i | -6 | i | i | i
Cc1nc(SCCOc2ccc(F)cc2)c2ccccc2n1 | i | i | i | i | i | i | i | -7 | i | i | i
COc1ccc(N2C(=O)NC3CC2(C)Oc2ccc(Cl)cc23)cc1OC (centres undefined) | i | i | i | i | i | i | i | 3 | i | i | i
O=C(CSc1nnc(-c2cccs2)n1Cc1ccccc1)NCc1ccc2c(c1)OCO2 | i | i | i | i | i | i | i | -5 | i | i | i
CCOC(=O)c1ccc(-n2c(CCC(=O)O)ccc2-c2ccc(F)cc2)cc1 | i | i | i | i | i | i | i | 12 | i | i | i
CCN(CC)Cc1c(O)ccc2c(C)c(CC(=O)OC)c(=O)oc12 | i | i | i | i | i | i | i | -5 | i | i | i
COC(=O)N/N=C/c1ccc(OCCSc2ccc(Cl)cc2)c(OC)c1 | i | i | i | i | i | i | i | -1 | i | i | i
CC(Oc1ccccc1)C(=O)Nc1ccc(C(N)=O)cc1 (centres undefined) | i | i | i | i | i | i | i | 5 | i | i | i
CCN(CC(=O)Nc1c(F)cccc1F)C(=O)CC1CCCC1 | i | i | i | i | i | i | i | -22 | i | i | i
COc1ccc(C(=O)OCC(=O)NC(=O)NC2CCCC2)c(OC)c1 | i | i | i | i | i | i | i | 3 | i | i | i
COC(=O)c1ccc(-n2cncn2)c([N+](=O)[O-])c1 | i | i | i | i | i | i | i | 7 | i | i | i
COc1ccc(N2CC(C(=O)OCC(=O)Nc3cccc(C)c3C)CC2=O)cc1 (centres undefined) | i | i | i | i | i | i | i | -6 | i | i | i
COc1ccc(Nc2nc(-c3cccnc3)nc3ccccc23)cn1 | i | i | -6.5* | i | i | i | i | -6 | i | 38* | i
CCC(C)c1ccc(O)c(N)c1 (centres undefined) | i | i | i | i | i | i | i | -2 | i | i | i
CC1=C(C)C(OCCBr)N(c2cc(O)c(Cl)cc2F)C1=O (centres undefined) | i | i | i | i | i | i | i | -10 | i | i | i
COc1ccc(CC(=O)Nc2ccc(S(=O)(=O)Nc3cc(C)on3)cc2)cc1OC | i | i | i | i | i | i | i | -1 | i | i | i
O=C(COc1ccc2ccccc2c1Br)NNC(=O)Nc1ccccc1 | i | i | i | i | i | i | i | -5 | i | i | i
CC(C)(C)OC(=O)NCCCCCc1nnc(SCc2ccccc2F)o1 | i | i | i | i | i | i | i | -3 | i | i | i
Cc1ccc(CNC(=O)CN2C(=O)CSc3ccc(S(=O)(=O)N4CCC(C)CC4)cc32)cc1 | i | i | i | i | i | i | i | -2 | i | i | i
O=C(NC1CCCCC1)C12CC3CC(C1)CC(n1cncn1)(C3)C2 | i | i | i | i | i | i | i | 0 | i | i | i
Cc1nn(-c2ccccc2)c(N2CCCC2)c1C=O | i | i | i | i | i | i | i | -3 | i | i | i
COc1ccccc1C(NC(C)=O)c1c(O)ccc2ccc(O)cc12 (centres undefined) | i | i | i | i | i | i | i | 13 | i | i | i
CC(NC(=O)CNC(=O)C(Cc1ccccc1)NC(=O)OCc1ccccc1)C(N)=O (centres undefined) | i | i | i | i | i | i | i | -4 | i | i | i
CCOC(=O)CCn1cnc2ccc([N+](=O)[O-])cc2c1=O | i | i | i | i | i | i | i | -7 | i | i | i
Cc1ccc(C(C)C)c(OCC(=O)Nc2ccccc2N2CCN(C)CC2)c1 | i | i | i | i | i | i | i | -4 | i | i | i
COc1ccc(S(=O)(=O)N2CCCCCC2)cc1NC(=O)Cc1ccccc1F | i | -8.9* | i | i | i | i | i | 1 | 16* | i | i
S=c1[nH]nc(CSCc2ccccc2Cl)n1-c1ccccc1 | i | i | i | i | i | i | i | -5 | i | i | i
CCSc1nc(CC)c2c(c1C#N)CCCC2 | i | i | i | i | i | i | i | -5 | i | i | i
Cn1c(=O)c2c(nc(CN3CCc4ccccc4C3)n2Cc2ccc(Cl)cc2)n(C)c1=O | i | i | i | i | i | i | i | 6 | i | i | i

Source: PubChem (several laboratories)
